Assay outcomes as filed in PubChem BioAssay.
A549 tox = counter-screen for Nrf2 inhibitors: cytotoxicity in A549 cells. A549 ARE-Fluc cells, CellTiter-Fluor viability, 18-24 h. Potency, µM (highest dose often 46 µM), for inactives: at the highest dose activity change, negative = cytotoxicity, hits mostly inhibitors. actives 0.16% (n = 390,000); further: potency means the concentration at half of the fitted maximal effect; on the % scale 0 is the no-effect control and ±100 the full control effect
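A549 ARE_Fluc cells in 5% FBS OPTI-MEM were exposed to compounds in concentration-response for 18-24 h at 37 deg C. Viability was read by CellTiter-Fluor fluorescence (Ex 405/Em 525) after 30 min, before the luciferase read.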
CCT modulator = cytosolic chaperonin activity modulation. AID 651819. activity change, % (test concentration not listed), hits read low. purified chaperonin ATPase assay, HTRF ADP detection, 30 min. actives 0.3% (n = 360,000); in the data active means activity change below about -30%; further: on the % scale 0 is the no-effect control and ±100 the full control effect
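TRiC at 40 or 20 nM final (batch-dependent) in 30 mM Tris pH 7.4, 100 mM KCl, 5 mM MgCl2, 1 mM DTT, with compound at single 76 uM and 10 uM ATP, 30 min at 37 deg C. ADP detected by HTRF Transcreener, 665/615 ratio.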
TGFb SMAD3 inh = inhibitors of TGF-b signaling. HepG2 CAGA-GFP TGF-b/SMAD3 reporter, GFP fluorescence, 18 h; TGF-beta stimulated, 500 pg/mL final. Potency, µM (series often up to 46.1 µM), for inactives: at the top dose activity, negative = inhibition, actives largely listed as inhibitors. actives 1.2% (n = 410,000). AID 588855; further: potency means the concentration at half of the fitted maximal effect; on the % scale 0 is the no-effect control and ±100 the full control effect; nearly all actives have a fitted effect of over 65% in size
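Inhibition was scored as loss of TGF-beta-induced (500 pg/mL final, 18 hours, 37 degrees C) GFP in HEPG2 cells carrying a CAGA-GFP reporter, in DMEM with 1% FBS. Well GFP was summed per cell; Activity was normalised to unstimulated and stimulated DMSO wells, then concentration-response fitting.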
EPAC2 ag = EPAC2 (human) agonism. Q8WZA2. EPAC2 activation, biochemical qHTS; response scale: 100% = 6.5 mM cAMP response. Potency, µM (titrated, usually from 154 µM), for inactives: top-dose activation, most hits filed as activators. actives 0.079% (n = 360,000); further: potency means the concentration at half of the fitted maximal effect; nearly all actives have a fitted effect of over 50% in size
Target sequence (Q8WZA2 whole entry, looked up): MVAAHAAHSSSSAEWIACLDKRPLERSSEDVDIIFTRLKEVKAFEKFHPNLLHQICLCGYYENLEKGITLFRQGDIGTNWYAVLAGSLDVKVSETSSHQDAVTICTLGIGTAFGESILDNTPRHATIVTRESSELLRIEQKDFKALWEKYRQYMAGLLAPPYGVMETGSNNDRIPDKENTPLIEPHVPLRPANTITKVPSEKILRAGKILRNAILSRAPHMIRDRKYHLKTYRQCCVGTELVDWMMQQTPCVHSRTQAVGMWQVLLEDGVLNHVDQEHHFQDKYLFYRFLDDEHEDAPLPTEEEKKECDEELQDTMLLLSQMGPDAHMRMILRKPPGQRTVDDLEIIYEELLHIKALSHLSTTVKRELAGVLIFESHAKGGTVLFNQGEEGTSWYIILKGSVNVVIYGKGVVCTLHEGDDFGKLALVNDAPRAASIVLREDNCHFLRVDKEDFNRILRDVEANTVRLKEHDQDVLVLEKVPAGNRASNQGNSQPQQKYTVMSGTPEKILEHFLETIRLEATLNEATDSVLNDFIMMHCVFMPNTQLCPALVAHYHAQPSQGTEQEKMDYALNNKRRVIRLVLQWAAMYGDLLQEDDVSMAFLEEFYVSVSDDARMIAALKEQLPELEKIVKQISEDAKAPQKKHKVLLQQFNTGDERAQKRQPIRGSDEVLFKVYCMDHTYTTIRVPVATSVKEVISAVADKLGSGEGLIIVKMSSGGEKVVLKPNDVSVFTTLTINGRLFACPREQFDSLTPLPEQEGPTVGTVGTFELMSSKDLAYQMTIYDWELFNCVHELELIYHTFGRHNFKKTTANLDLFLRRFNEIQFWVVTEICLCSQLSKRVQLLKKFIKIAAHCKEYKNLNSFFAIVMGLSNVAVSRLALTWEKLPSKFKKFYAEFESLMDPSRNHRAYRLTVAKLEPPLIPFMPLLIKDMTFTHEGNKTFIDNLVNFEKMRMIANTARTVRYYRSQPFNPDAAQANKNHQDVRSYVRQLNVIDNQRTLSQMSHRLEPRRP
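Each well held 100 nM EPAC2, 250 nM RAP1B-BODIPY-GDP and 50 uM GDP. Fluorescence, read at 5-min intervals to 30 min, was referenced to a 6.5 mM cAMP positive control.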
Nrf2 activator = activators of Nrf2 (ARE) signaling; AREc32 ARE-luciferase reporter (MCF7-derived line), luminescence, 24 h; Potency, µM (top dose mostly 46.1 µM), inactives show at the highest dose activation, actives largely listed as activators; actives 0.31% (n = 410,000); further: potency means the concentration at half of the fitted maximal effect; % of control where 0% means no effect; nearly all actives have a fitted effect of over 65% in size
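ARE-driven firefly luciferase activity in AREc32 cells measured after a 24 hr compound exposure at 37 deg C, using Steady-Glo reagent and a 30 min room-temperature hold.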
EPAC2 antag = antagonists of human EPAC2; Q8WZA2; EPAC2 GEF exchange of Rap1B-BODIPY-GDP, fluorescence; Potency, µM (highest dose often 114 µM), for inactives: at the top dose activity, negative = inhibition, actives largely listed as inhibitors; actives 0.18% (n = 360,000); AID 720708; further: potency means the concentration at half of the fitted maximal effect; on the % scale 0 is the no-effect control and ±100 the full control effect; nearly all actives have a fitted effect of over 45% in size; many of its hits are not listed in these tables
MmCpn inh = inhibitors of Methanococcus maripaludis chaperonin (MmCpn); purified Mm-Cpn ATPase, ADP Transcreener TR-FRET; Potency, µM (doses to about 76.9 µM), without a hit: top-dose activity, negative = inhibition, most hits filed as inhibitors; actives 0.031% (n = 330,000); AID 504842; further: potency means the concentration at half of the fitted maximal effect; on the % scale 0 is the no-effect control and ±100 the full control effect; nearly all actives have a fitted effect of over 80% in size
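Eu-cryptate anti-ADP/ADP-d2 competition gives a ratio inversely related to ADP. Enzyme at 25 nM was pre-exposed to compound for 10 min, then given 10 uM ATP for 30 min, 37°C throughout.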
pAkt inh = inhibitors of Akt phosphorylation; Neuro2A IGF-stimulated pAkt S473 HTRF, 20 min; stronger effect = lower value; activity change, % for hits at 50 µM; actives 0.32% (n = 360,000); AID 651550; in the data active means activity change below about -80%; inconclusive means mostly about -51% to -80%; further: on the % scale 0 is the no-effect control and ±100 the full control effect
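Single-point screen (50 µM final compound) in Neuro2A cells stimulated 20 min with 6 nM IGF at 37 deg C. After lysis, Ser473-phosphorylated Akt read by HTRF (ex 330 nm, em 615/665 nm) as the 665/615 ratio.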
Nrf2 block = blocks Nrf2 signaling; A549 ARE-Fluc reporter, luciferase luminescence, 18-24 h; Potency, µM (doses to about 46 µM), without a hit: at the top dose activity change, negative = inhibition, hits mostly inhibitors; actives 2.1% (n = 360,000); AID 504444; further: potency means the concentration at half of the fitted maximal effect; on the % scale 0 is the no-effect control and ±100 the full control effect; nearly all actives have a fitted effect of over 60% in size
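Reporter: ARE-Fluc in A549. Exposure: 18-24 h, 37 °C, 5% CO2, 5% FBS OPTI-MEM. Readouts: fluorescent cytotoxicity (CellTiter-Fluor), then luminescent Nrf2 signal after BugLite.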
Numbers without * were called inactive; i = inactive; ? = inconclusive; . = not tested or not shown; [ ] = dose if it differs, or a comment. Unless noted, the call rests on the fitted dose curve; in most records, active means well fitted curve in the direction sought with a large enough effect; inconclusive means small, poorly fitted or top-dose-only effect, or another doubt; inactive means no such curve, though single readings can be large; an effect the other way counts as inactive or inconclusive. Not all compounds are listed; the hit share may differ from the screen's.

SMILES | A549 tox | CCT modulator | TGFb SMAD3 inh | EPAC2 ag | Nrf2 activator | EPAC2 antag | MmCpn inh | pAkt inh | Nrf2 block
Cc1c(C(=O)NCc2ccccn2)sc(=O)n1Cc1ccc(-c2ccccc2)cc1 | . | -0.7 | -15% | 1% | 0.7% | -19% | . | i | .
CCCN1CCN(CCCNC(=O)CCCn2nc(C)c3sc4ccccc4c3c2=O)CC1 | 13% | 0.3 | -3% | 9% | 0.0% | 6% | 0% | i | 6%
COC(=O)c1ccc(Cn2cnc3c(cnn3-c3ccc(C)c(C)c3)c2=O)o1 | -15% | -0.5 | -7% | -13% | -0.1% | -3% | -1% | i | 23µM*
CCOCCCNC(=O)c1ccc(N2CCOCC2)c(NS(=O)(=O)c2ccc(OC)cc2)c1 | -2% | 0.7 | 12% | -5% | -0.1% | 8% | -1% | i | -7%
NC(=O)c1c(NC(=O)c2ccc([N+](=O)[O-])o2)sc2c1CCCC2 | 2% | -6.3 | ? | 6% | 4µM* | -4% | 3% | i | -2%
Cc1ccc(NC(=O)N2CCC(CN3CCCCC3)CC2)c(Cl)c1 | 1% | . | -3% | . | -0.4% | . | . | . | 19%
Cc1ccc(Cl)cc1N1C(=O)CC(Sc2ncccn2)C1=O (configuration not stated) | 6% | -4.4 | -3% | 5% | 0.2% | -3% | 0% | i | 1%
C#CCOCCOCCOCCNc1nc(N2CCN(C(=O)[C@H](CCCN=C(N)N)n3cc(C(N)[C@@H](C)CC)nn3)CC2)nc(N2CCN(C(=O)[C@H](CCC(=O)O)n3cc([C@@H](N)CC(N)=O)nn3)CC2)n1 (some centres not stated) | 0% | -0.4 | 1% | 7% | -0.3% | -3% | 2% | i | 4%
O=C(CSc1nc2ncccc2[nH]1)NC1CCCCC1 | -10% | 0.0 | 47%[activator] | 6% | 0.6% | -3% | 0% | i | 0%
Cc1cccc(N2CCN(C(=O)C(NS(=O)(=O)c3cccs3)c3ccccc3)CC2)c1C (configuration not stated) | -14% | -0.9 | 2% | 24% | -0.1% | -3% | -11% | . | 9.2µM*
COc1ccccc1OCCNc1ccc(S(=O)(=O)N2CCCC2)cn1 | 5% | -2.6 | -1% | 7% | 0.3% | 13% | -1% | i | -2%
COC(=O)N1[C@H](C)C=C[C@]1(Cc1ccccc1)C(=O)NCCCNc1ncc(C(F)(F)F)cc1Cl | 2% | -0.3 | ? | -1% | 4.8% | ? | . | i | -11%

Not a retest: an excerpt of the list.
SMILES | A549 tox | CCT modulator | TGFb SMAD3 inh | EPAC2 ag | Nrf2 activator | EPAC2 antag | MmCpn inh | pAkt inh | Nrf2 block
NC(=O)c1c(NC(=O)c2ccc([N+](=O)[O-])o2)sc2c1CCCC2 | 2% | -6.3 | ? | 6% | 4µM* | -4% | 3% | i | -2%
Cc1ccc(NC(=O)N2CCC(CN3CCCCC3)CC2)c(Cl)c1 | 1% | . | -3% | . | -0.4% | . | . | . | 19%
Cc1ccc(Cl)cc1N1C(=O)CC(Sc2ncccn2)C1=O (configuration not stated) | 6% | -4.4 | -3% | 5% | 0.2% | -3% | 0% | i | 1%

New compounds follow
SMILES | A549 tox | CCT modulator | TGFb SMAD3 inh | EPAC2 ag | Nrf2 activator | EPAC2 antag | MmCpn inh | pAkt inh | Nrf2 block
COc1cc(Br)cc2cc(C(=O)N3CCCCC3C)c(=O)oc12 (configuration not stated) | 0% | 0.5 | -10% | -2% | 0.0% | 18% | -2% | i | 6%
COc1ccccc1N1CCN(C(=O)c2cccc(C(=O)N3CCN(c4ccccc4OC)CC3)c2)CC1 | 6% | -1.5 | -7% | 3% | -0.5% | 4% | 0% | i | ?
Nc1cccc(-c2nc3ccccc3[nH]2)c1 | -4% | -2.9 | -6% | 8% | 3.5% | 6% | -5% | i | .
O=C(Cn1cnc2c(oc3ccccc32)c1=O)Nc1ccc(F)cc1F | -1% | . | -5% | . | -0.2% | . | . | . | -1%
CC1=C(Sc2nc3ccccc3[nH]2)C(=O)NC(C)(C)C1 | -12% | 1.7 | -4% | -6% | 1.9% | 9% | 0% | i | ?
O=C(Cc1cccs1)Nc1ccccc1-c1nc2ccccc2[nH]1 | -22% | -2.8 | -21% | 0% | -0.4% | 2% | -11% | i | ?
Cc1ccc(Cc2c(C)nn(-c3nc(C)c(C(=O)N4CCCCC4C)s3)c2C)cc1 (configuration not stated) | 5% | . | 3% | . | -0.5% | . | . | . | 16%
Cc1ccc(NC(=O)CCC(=O)OCC(=O)c2ccc(-c3ccccc3)cc2)cc1 | -2% | -0.3 | 21% | -5% | -0.9% | 7% | -5% | i | .
CCC(OC(=O)c1ccc(S(C)(=O)=O)c([N+](=O)[O-])c1)C(=O)NC1C2CC3CC(C2)CC1C3 (configuration not stated) | . | . | 4.5µM* | -16% | 8.3% | 26% | . | . | .
COCCNC(=O)C(c1ccc(OC)cc1)N(CCOC)C(=O)CCC(=O)Nc1nccs1 (configuration not stated) | -2% | -0.7 | 1% | 4% | 0.0% | 3% | 1% | i | 2%
CCCNC(=O)C(=O)N/N=C/c1ccc(OCc2ccccc2)cc1 | 9% | -2.1 | 0% | 12% | -0.2% | 1% | 2% | i | 8%
COc1ccccc1NC(=S)NCCc1c[nH]c2ccccc12 | -4% | 1.0 | -18% | 16% | 10% | -3% | 2% | i | ?
O=C(Nc1ccc(Cc2ccncc2)cc1)c1cccc([N+](=O)[O-])c1 | 2% | -6.7 | ? | 14% | 6.2% | 7% | -2% | i | ?
CCCn1c2ccccc2c2nnc(SCC(=O)Nc3nnc(CC(=O)OCC)s3)nc21 | 2% | -0.5 | -1% | 0% | -0.5% | 13% | -2% | i | 9%
COc1ccc2c(Sc3ccccc3)c(C(=O)NCCc3ccc(Cl)cc3)[nH]c2c1 | 3% | . | -9% | . | 0.3% | . | . | . | ?
Cc1ccc(S(=O)(=O)CC(=O)c2ccc(C(C)(C)C)cc2)cc1 | -10% | 0.1 | -53% | 12% | 0.4% | -12% | -5% | i | -8%
Cc1cccc(COc2ccccc2C(=O)N(C)CC(=O)Nc2cccc(F)c2)c1 | -6% | 0.6 | -23% | -4% | 0.4% | -13% | -1% | i | -3%
CCOC(=O)c1c(C)[nH]c(C(=O)COC(=O)c2cnccn2)c1C | -4% | -0.5 | 6% | 0% | 0.3% | 2% | 0% | i | 6%
COc1ccc(F)cc1Cn1nc(C(=O)O)c2ccccc2c1=O | 4% | -1.0 | 0% | -1% | 29% | 2% | -5% | i | ?
O=C(NC1CCCCC1)C(c1ccncc1)N(C(=O)c1csnn1)c1ccccc1F (configuration not stated) | -6% | 1.5 | -12% | 11% | -0.1% | 2% | -1% | i | -15%
Cc1ccc(NC(=O)COc2ccccc2)c(NC(=O)c2ccco2)c1 | -1% | 0.4 | -3% | 4% | 2.5% | -8% | 1% | i | -5%
CCOC(=O)C1=C(CN2CCC(C)CC2)NC(=O)NC1c1ccc(Cl)cc1 (configuration not stated) | ? | -30 | ? | -1% | 3.6% | -17% | -2% | i | ?
COc1ccc(C(=O)N2CCCC(Nc3ccc(F)cc3)C2)cc1F (configuration not stated) | -3% | -1.3 | 5% | 0% | -0.3% | -2% | 0% | i | -25%
CCn1cc(C(=O)NCCCOC(C)C)c(=O)c2cc(S(=O)(=O)N3CCc4ccccc4C3)ccc21 | 5% | . | 0% | . | -0.5% | . | . | . | 21%
COC(=O)c1sc(S(=O)(=O)NC(C)C(=O)O)c(C(=O)OC)c1C (configuration not stated) | -1% | -0.9 | -12% | 1% | -0.1% | 3% | -4% | i | 7%
COC(=O)c1ccc(-c2n[nH]c(=O)c3ccccc23)cc1 | 1% | -4.9 | 8% | 0% | 0.4% | 4% | 0% | i | ?
O=C(Nc1nnc(Cc2ccc(Cl)cc2)s1)c1cccs1 | ? | 0.5 | 22% | 3% | 2.0% | -1%[57.1 µM] | -1% | i | ?
Cc1cccc(C)c1OCC(=O)OCC(=O)Nc1ccc(Cl)cn1 | -16% | 0.3 | -9% | 13% | 0.3% | -5% | 3% | i | 4%
O=C(CN(c1ccc2c(c1)OCCO2)S(=O)(=O)c1ccccc1)NCC1CCCO1 (configuration not stated) | -7% | 0.0 | 5% | 3% | 0.0% | 0% | 1% | i | -1%
Cc1cc(SCC(=O)N(C)CC(=O)Nc2ccc(F)cc2)nc2ccccc12 | -9% | 0.1 | ? | 11% | -0.2% | -15% | -2% | i | -19%
CCN(CC)S(=O)(=O)c1ccc(N2CCOCC2)c(NS(=O)(=O)c2ccc(Cl)s2)c1 | . | -4.0 | -9% | 2% | 0.2% | 10% | . | i | .
CN(CC1CCCN(CCc2ccccc2F)C1)C(=O)c1ccoc1 (configuration not stated) | 9% | -2.5 | -14% | 10% | -0.7% | -7% | -1% | i | 24%
Cc1ccc2c(CSc3nncn3C)cc(=O)oc2c1C | 18% | -2.3 | 0% | 15% | 4.1% | 0% | 1% | i | 0%
O=C(Cn1nc(-c2cccc(Cl)c2)ccc1=O)Nc1cccnc1 | -2%[1.84 µM] | -1.0 | ? | 1% | 0.2% | 0% | -22% | i | -3%
CCN(C(=O)/C=C/c1ccccc1)C1CCCCC1 | -1% | -1.1 | 7% | -3% | 1.9% | -3% | 1% | i | 11%
CCOC(=O)Cc1csc(NC(=O)COc2ccc(C)c(C)c2)n1 | -3% | -2.7 | 11% | -4% | -0.8% | -4% | 1% | i | 3%
CC(C)(C)c1ccc(OCc2nnc(-c3ccccc3)o2)cc1 | 12% | . | ? | . | 6.9% | . | . | . | 17%
